# Screens: PubChem, Broad Institute
# EWS-Fli block: inhibitors of EWS/Fli oncoprotein transcriptional activity | A673 NR0B1-luciferase reporter, viability-normalised | inhibition, % at 12.6 µM | 350,000 compounds, 0.67% hits;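 active means mean inhibition of at least 50% after viability correction, with every replicate also passing that limit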;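 further: firefly luciferase signal divided by Alamar Blue viability fluorescence both relative to DMSO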
# LGR2 inh: inhibitors of bursicon-induced Drosophila LGR2 receptor cAMP signaling; HEK293 LGR2, CRE-luciferase, bursicon-stimulated, 4 h; inhibition, % at 9.99 µM; 380,000 compounds, 0.35% hits; AID 720647;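 active means drop in luminescence signal, shown as inhibition above about 50% in the replicate tests, limit read from the data, passing the limit was not always enough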;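 further: agonist challenge used bursicon conditioned medium at about half maximal strength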
# PAX8 inh HTS: inhibitors of PAX8 transcriptional activity in RMG-I cells; RMG-I TPO-luciferase reporter, SteadyGlo, 24 h; inhibition, % at 12.6 µM; 360,000 compounds, 1.2% hits; AID 652154;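 active means mean replicate inhibition at least 60% with every replicate also reaching 60%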;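 further: luciferase light reporting Pax8 driven TPO promoter activity; plate controls were median of neutral control wells for no effect and mitoxantrone controls for full effect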
# miR122 inh: inhibitors of miR-122 in Huh7 cells | Huh7 miR-122 Renilla luciferase sensor, 48 h; neutral wells = 0, positive control = 100 | 340,000 compounds, 0.3% hits | activation (reporter increase), % at 12.5 µM;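 active means mean replicate activation score at least 90 and every replicate individually at or above 90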;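 further: higher luciferase means less miR-122 activity so hits act as miR-122 inhibitors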
# Cneo AK release: causes C. neoformans cell lysis; adenylate kinase release luminescence, 4 h; normalised: neutral wells 0, clomiphene wells 100; lysis activity, % at 15 µM; 360,000 compounds, 0.2% hits; AID 651654;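 active means mean lysis activity across replicates of at least 80%, whatever share of replicates individually reach that level; inactive means mean lysis activity below 80%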
#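 Assay system: C. neoformans cells. Amount: yeast cell density of 5 × 10^6 cells/mL. Technique: AK luminescence. Buffer or medium: YPD. Times: static 4 h at 37 °C with compound, 1 h detection. Dosing: single-point compound dose. Read-out: lysis from increased AK signal.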
# PGC1a acetyl inh: lowers PGC1a acetylation signal in U2OS cells; AlphaScreen anti-acetyl-lysine; with virally co-expressed GCN5 acetyltransferase; inhibition, % at 15.6 µM; 350,000 compounds, 0.17% hits; AID 651687;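 active means every replicate shows inhibition of at least 40%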;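 further: 0% = neutral control wells and 100% = positive control wells; some results beyond the cut were filed as inactive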
# CASP6 VEID inh: inhibitors of human caspase-6 | P55212 | purified caspase-6, Z-VEID-R110 cleavage fluorescence | inhibition, % at 12.5 µM | 350,000 compounds, 0.53% hits;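 active means mean inhibition across replicates at least about 35%, with every replicate also reaching that limit, limit read from the data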;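 further: 0% = median of neutral control wells and 100% = no fluorescence left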
# Target sequence (P55212 24-179 limits assumed): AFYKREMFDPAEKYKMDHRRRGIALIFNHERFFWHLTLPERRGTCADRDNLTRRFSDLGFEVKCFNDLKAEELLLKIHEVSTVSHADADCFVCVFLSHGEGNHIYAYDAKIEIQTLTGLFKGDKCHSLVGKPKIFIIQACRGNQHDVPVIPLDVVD
# Target sequence (P55212 194-293 limits assumed): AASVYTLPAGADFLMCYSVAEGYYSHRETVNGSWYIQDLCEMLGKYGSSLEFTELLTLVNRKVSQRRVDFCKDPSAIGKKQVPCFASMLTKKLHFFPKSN
# FN deposit inh: fibronectin deposition inhibition. 350,000 compounds, 0.086% hits. AID 743247. AH1F fibroblasts, Alexa488-fibronectin deposition fluorescence, overnight. inhibition, % at 12.6 µM;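 active means mean inhibition across replicates of 30% or more, regardless of how many single replicates reach that level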;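 further: positive control wells lacked labelled fibronectin entirely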
#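 Assay system: AH1F fibroblast monolayer, labelled fibronectin deposition. Amount: 10000 cells per well. Also added: labelled fibronectin 24 nM. Compound: single-point pinned compound. Incubation: cell attachment 1 h, compound and FN exposure overnight. Detection: fluorescence after three HBSS washes, excitation 485 nm, emission 525 nm. Read-out: inhibition of fibronectin deposition signal.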
# * marks the source's active call; other numbers are inactive results; · = not tested or not shown; & = joins results of further samples; ! = not confirmed by another sample; [ ] = remark or other dose.
smiles	CASP6 VEID inh	PAX8 inh HTS	miR122 inh	EWS-Fli block	LGR2 inh	Cneo AK release	PGC1a acetyl inh	FN deposit inh
COc1ccccc1-c1ccc([C@@H]2[C@@H](C#N)N(C(=O)C3CC3)[C@H]2CO)cc1	6	1	·	-7	2	4	-2	-11
CC(C)NC(=O)N1CC2(C1)[C@@H](c1ccccc1)[C@@H](CO)N2C(=O)c1ccccn1	·	-11	·	5	10	·	2	·
CCOc1ccc(C(=O)Nc2ccc(CN3CCOCC3)cc2)cc1Cl	-1	-9	·	-8	0	-1	·	-5
C[C@@H]1CCCCO[C@@H](CN(C)Cc2ccc3c(c2)OCO3)[C@@H](C)CN([C@@H](C)CO)C(=O)c2cc(NS(=O)(=O)c3ccc(Cl)cc3)ccc2O1	-1&0	51&14	-4&-1[16.7 µM]	69*!	3	-22&-13	1&10	-4
COC(=O)C1CCN(C(=O)N2CCOCC2)CC1	1	·	·	·	7	0	5	-2
Cc1ccccc1CC1(CO)CCCN(C(=O)c2ccccc2N(C)C)C1 (configuration not stated)	2	-1	24	7	6	0	-4	1
CCNC(=S)NNC(=O)Cc1ccccc1	·	·	-2	·	-10	1	7	·
Cc1cc(N2CCN(Cc3nc(-c4ccc(F)cc4)oc3C)CC2)cc(C)n1	-13	18	·	-24	-9	·	·	2
CO[C@H]1CN(C)C(=O)c2cccc(C#N)c2OC[C@@H]2O[C@H](CC[C@H]2OC)CCN(C)C(=O)[C@@H]1C	-162	-2	·	-5	-15	-6	2	-6
O=C(COC(=O)Cc1c[nH]c2ccccc12)Nc1cccc(Br)c1	6	3	-1	16	8	8	10	2

# Some of the entries so far, field by field.
mol: CCOc1ccc(C(=O)Nc2ccc(CN3CCOCC3)cc2)cc1Cl
  CASP6 VEID inh = -1; PAX8 inh HTS = -9; miR122 inh = ·; EWS-Fli block = -8; LGR2 inh = 0; Cneo AK release = -1; PGC1a acetyl inh = ·; FN deposit inh = -5

mol: C[C@@H]1CCCCO[C@@H](CN(C)Cc2ccc3c(c2)OCO3)[C@@H](C)CN([C@@H](C)CO)C(=O)c2cc(NS(=O)(=O)c3ccc(Cl)cc3)ccc2O1
  CASP6 VEID inh = -1&0; PAX8 inh HTS = 51&14; miR122 inh = -4&-1[16.7 µM]; EWS-Fli block = 69*!; LGR2 inh = 3; Cneo AK release = -22&-13; PGC1a acetyl inh = 1&10; FN deposit inh = -4

# (continued)
smiles	CASP6 VEID inh	PAX8 inh HTS	miR122 inh	EWS-Fli block	LGR2 inh	Cneo AK release	PGC1a acetyl inh	FN deposit inh
O=C(CCn1c(=O)[nH]c2ccccc2c1=O)N1CCN(c2cccc(C(F)(F)F)c2)CC1	·	-3	2	·	·	13	15	6
COc1ccc(OC)c(C(=O)CSc2nnc(C3CC3)n2C2CC2)c1	0	-1	1	-18	4	0	0	-8
O=C(N/N=C/c1ccc(OC(=O)c2ccc(Br)cc2)cc1)c1ccncc1	0	-7	-13	5	-12	·	·	8
C[C@@H]1CN([C@H](C)CO)C(=O)c2cc(NC(=O)CCCN(C)C)ccc2O[C@H]1CN(C)Cc1ccc(-c2ccccc2)cc1	4	-20	-7[16.7 µM]	4	2	2	-1	26
CC(=O)N1CCN(C(=S)NC(=O)C23CC4CC(CC(C4)C2)C3)CC1	0	-9	·	12	9	·	·	-9
O=C(N/N=C/C=C/c1ccccc1)c1cccc(Br)c1	-1	·	-14	12	-1	2	-1	·
CC(OC(=O)Cn1cc(C(F)(F)F)ccc1=O)C(=O)NC(C)c1ccc(Cl)cc1Cl (configuration not stated)	0	7	0	6	0	-1	0	-6
Cn1nnc(NC(=O)c2ccccc2)n1	·	·	0	·	4	-1	2	·
O=C(CN(Cc1ccco1)C(=O)c1ccc(F)cc1)Nc1ccccc1Br	0	12	·	4	17	0	·	-19
COc1ccc(C(=O)NCC(=O)N2CCC(Cc3ccccc3)CC2)cc1OC	8	22	0	8	15	-4	5	-11

# Part of the list above in order of SMILES length, low to high.
smiles	CASP6 VEID inh	PAX8 inh HTS	miR122 inh	EWS-Fli block	LGR2 inh	Cneo AK release	PGC1a acetyl inh	FN deposit inh
CCNC(=S)NNC(=O)Cc1ccccc1	·	·	-2	·	-10	1	7	·
O=C(N/N=C/C=C/c1ccccc1)c1cccc(Br)c1	-1	·	-14	12	-1	2	-1	·
O=C(COC(=O)Cc1c[nH]c2ccccc12)Nc1cccc(Br)c1	6	3	-1	16	8	8	10	2
O=C(CN(Cc1ccco1)C(=O)c1ccc(F)cc1)Nc1ccccc1Br	0	12	·	4	17	0	·	-19
COc1ccc(C(=O)NCC(=O)N2CCC(Cc3ccccc3)CC2)cc1OC	8	22	0	8	15	-4	5	-11
CC(=O)N1CCN(C(=S)NC(=O)C23CC4CC(CC(C4)C2)C3)CC1	0	-9	·	12	9	·	·	-9
CC(OC(=O)Cn1cc(C(F)(F)F)ccc1=O)C(=O)NC(C)c1ccc(Cl)cc1Cl (configuration not stated)	0	7	0	6	0	-1	0	-6
O=C(CCn1c(=O)[nH]c2ccccc2c1=O)N1CCN(c2cccc(C(F)(F)F)c2)CC1	·	-3	2	·	·	13	15	6
CO[C@H]1CN(C)C(=O)c2cccc(C#N)c2OC[C@@H]2O[C@H](CC[C@H]2OC)CCN(C)C(=O)[C@@H]1C	-162	-2	·	-5	-15	-6	2	-6
C[C@@H]1CN([C@H](C)CO)C(=O)c2cc(NC(=O)CCCN(C)C)ccc2O[C@H]1CN(C)Cc1ccc(-c2ccccc2)cc1	4	-20	-7[16.7 µM]	4	2	2	-1	26

# New compounds follow
smiles	CASP6 VEID inh	PAX8 inh HTS	miR122 inh	EWS-Fli block	LGR2 inh	Cneo AK release	PGC1a acetyl inh	FN deposit inh
Cc1nn(-c2ccccc2)c(N)c1-c1ccccc1	·	-153	-3	-86	-33	-2	-5	0
CC1Sc2ccccc2N(Cc2ccc(OC(F)(F)F)cc2)C1=O (configuration not stated)	1	0	0	2	-8	-4	-1	-4
O=C(CC1SC(=Nc2ccc(OC(F)F)cc2)N(CCN2CCOCC2)C1=O)Nc1ccc(F)cc1F (configuration not stated)	-1	15	-4	28	22	0	-4	·
Cc1ccccc1NC(=O)Cc1nc(COC(=O)c2ccc(NC(N)=O)cc2)cs1	-2	20	-3	5	2	-1	13	·
CCOc1ccccc1/C=C/C(=O)NCC(=O)N1CCC(N(C)C2CCCCC2C)CC1 (configuration not stated)	-13	-2	-5	·	-1	0	10	1
CCOCN(C(=O)Cn1cnc2ccccc21)c1c(C)cccc1CC	0	17	·	5	8	·	8	2
O=C(CNS(=O)(=O)c1cccc(Br)c1)NCC1CCCCC1	-2	-10	-2	-5	0	3	·	1
COc1cccc(-c2ccc([C@H]3[C@@H](CO)N4C(=O)CN(C(=O)CN5CCOCC5)C[C@@H]34)cc2)c1	1	-28	·	2	-2	·	-14	·
CCC(C)N=C1CC(C)(C)CC(=O)/C1=C(/O)Cc1ccccc1 (configuration not stated)	1	-4	14	10	-21	1	-8	-2
CCC(NS(=O)(=O)c1ccc(OC)cc1)C(=O)NCCc1ccccc1 (configuration not stated)	1	-10	12	-2	11	2	-1	3
CCOC(=O)C1CCCN(C(=O)Cc2c(C(=O)O)[nH]c3ccccc23)C1 (configuration not stated)	·	·	-1	·	·	0	-3	5
CC(C)n1c(SCC(=O)N2CCN(C(=O)c3ccco3)CC2)nc2c1c(=O)n(C)c(=O)n2C	-3	-24	-5	8	-5	-1	5	9
Cc1cnc(NC(=O)Cc2cccs2)s1	2	-35	·	9	2	·	4	·
C[C@@H]1CN([C@H](C)CO)C(=O)c2cc(C#CC(C)(C)O)cnc2O[C@@H]1CN(C)Cc1cccc(F)c1	·	-26	-4[16.7 µM]	-9	1	·	11	2
O=C(NCCn1cc(SCC(=O)N2CCOCC2)c2ccccc21)c1ccccc1	-1	-44	2	-14	-37	1	·	-7
O=C(NCCc1ccccc1)C1CCCN(S(=O)(=O)c2cccc3nsnc23)C1 (configuration not stated)	·	5	-3	·	13	·	5	-1
COCOc1ccc(C=O)c(O)c1	-2	·	-23	0	·	5	11	·
CC(C)C(=O)NNC(=O)CSc1nnnn1C(C)C	-2	-5	-2	8	8	0	-4	-11
Cc1ccc(NC(=O)CN(C)C(=O)Cc2c[nH]c3ccccc23)cc1	3	24	0	5	·	-1	3	8
CC(C)CC(=O)NC1(C(F)(F)F)C(=O)N(CC(C)C)C2=C1C(=O)CC(C)(C)C2 (configuration not stated)	·	-27	-5	·	-4	2	-15	1
N/C(=N\OC(=O)CCCC(=O)O)c1ncc(C(F)(F)F)cc1Cl	-3	-14	4	-6	18	·	-1	-1
CCCC(=O)NC(NC1CCS(=O)(=O)C1)C(Cl)(Cl)Cl (configuration not stated)	-5	-14	1	-2	5	·	8	-2
Nc1ccc(NC(=O)c2ccc(C(=O)Nc3ccc(N)cc3)cc2)cc1	7	14	-10	11	7	2	·	8
CCc1ccc(OC)c(S(=O)(=O)NCCOc2ccccc2)c1	5	·	76	0	31	1	6	·
C=CCN1C(=O)c2ccc(C(=O)OCC(=O)Nc3ccccc3OC)cc2C1=O	-3	-15	·	-4	12	3	·	-1
COc1ccc(CC(=O)NNC2=Nc3cccc4cccc2c34)cc1	-3	21	1	-3	·	-3	11	-8
Cc1ccc(S(=O)(=O)N[C@@H]2CC[C@H](CCNS(=O)(=O)Cc3ccccc3)O[C@H]2CO)cc1	0	-8	·	4	1	1	11	-3
O=C(c1ccccc1)c1ccccn1	0	-5	·	14	7	·	·	-2
O=C(COc1ccccc1Cl)NNC(=O)Cn1[nH]c(=O)c2ccccc2c1=O	-3	6	·	-10	16	-1	·	2
COc1cc(C(=O)NC(=S)Nc2nccs2)cc(OC)c1OC	0	1	·	7	-37	·	·	-1
Cc1ccc(C(=O)CSc2cnc3ccccc3n2)cc1C	2	-79	·	41	-17	·	·	-8
CC(C)NC(=O)Nc1ccc2c(c1)C(=O)N([C@H](C)CO)C[C@@H](C)[C@H](CN(C)C)OCCCC[C@@H](C)O2	2	2	-2[16.7 µM]	·	16	-1	-1	3
NC(=O)C1(N2CCCCC2)CCN(C(=O)c2ccccc2)CC1	-1	26	-9	4	-18	2	-3	-5
O=C(CSc1ccc2ccccc2n1)Nc1nsc(-c2ccc(Cl)cc2)n1	2	-1	-3	·	0	-6	-1	-1
COc1cccc(NC(=O)N2C[C@H](O)COC[C@@H]3O[C@H](CC(=O)NCCCN4CCOCC4)CC[C@H]32)c1	2	·	-2[16.7 µM]	·	3	2	4	0
CO[C@@H]1CN(C)C(=O)c2cc(NC(=O)C3CC3)ccc2OC[C@@H](C)N(Cc2ccncc2)C[C@@H]1C	3	-8	-4[16.7 µM]	0	-8	2	·	3
CO[C@H](CN(C)S(=O)(=O)c1ccc(Cl)cc1)[C@H](C)CN(C(=O)Nc1ccccc1F)[C@H](C)CO	-1	·	·	1	-17	6	3	-7
COCC#Cc1ccc2c(c1)O[C@H](CN(C)Cc1ccc(F)cc1)[C@H](C)CN([C@H](C)CO)S2(=O)=O	0	·	-4[16.7 µM]	22	-19	2	-6	2
CCOC(=O)C1=CCN(S(=O)(=O)c2ccc(C)cc2)C1c1ccc(Cl)c(Cl)c1 (configuration not stated)	4	34	-4	-2	17	-1	-11	-3
CC(C)Oc1cc(F)ccc1-c1cc(C(=O)NCCc2ccncc2)[nH]n1	1	5	6	-4	-6	-1	1	-5
C/C(=N/NC(=O)c1cccs1)c1ccc(NC(=O)COc2ccc(Cl)cc2Cl)cc1	·	·	-9	·	·	-12	2	17
C[C@@H]1CN([C@@H](C)CO)C(=O)CCCn2nncc2CO[C@@H]1CN(C)Cc1cccc(C(F)(F)F)c1	·	·	5[16.7 µM]	2	-4	·	2	8
